IDE inh: human IDE inhibitors in live cells, primary screen, fluorescence polarization, HEK cells, FAbetaB substrate | Insulin-degrading enzyme (Homo sapiens), P14735 | FAbetaB cleavage | inhibition, % at 5.59 µM | 0.41% of 320,000 active | AID 434962, 2010;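 active = percent inhibition above the average of all tested compounds plus 3 SD, set per screening campaign, cut at about 16% in these data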;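 note: IDE supplied by intact live HEK cells; FP after avidin binding of uncleaved biotin substrate so inhibition keeps polarization high; 0% = DMSO wells and 100% = 60 µM reference IDE inhibitor Ii1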
M18AAP inhibitor: PfM18AAP inhibitors, malaria aminopeptidase, primary screen, biochemical, QFRET, recombinant enzyme | M18 aspartyl aminopeptidase (Plasmodium falciparum 3D7) | H-Glu-NHMec fluorogenic cleavage | inhibition, % at 7.35 µM | 1.2% of 290,000 active | AID 1822, 2009;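 active = inhibition above the campaign mean inhibition over all tested compounds plus 3 SD, cut at about 28% in these data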;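 note: 0% = plate median of test compound wells and 100% = 2 mM ZnCl2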
IMP-1 inh: IMP-1 metallo-beta-lactamase inhibitors, primary screen, biochemical, epi-absorbance readout, Pseudomonas aeruginosa enzyme; metallo-beta-lactamase IMP-1 (Pseudomonas aeruginosa); purified IMP-1, nitrocefin hydrolysis, epi-absorbance fluorescence; inhibition, % at 5.6 µM; 0.45% of 290,000 active; AID 1556, 2009;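 active = inhibition above the mean plus 3 SD of all compounds in the same screening run, cut at about 4.5% in these data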;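 note: 0% = IMP-1 with DMSO and 100% = DMSO wells lacking enzyme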
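Assay system: purified recombinant IMP-1 beta-lactamase. Input: IMP-1 0.2 nM before substrate addition. Buffer or medium: Zinc- and detergent-supplemented HEPES buffer, pH 7.1. Schedule: 25 °C, 15 min preincubation, 25 min reaction. Signal: Epi-absorbance fluorescence, 480 nm excitation, 530 nm emission. Evaluation: percent inhibition from optical density relative to buffer-blank wells.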
DNA FID counter: compounds displacing fluorescent DNA intercalator, primary screen, artefact control for HCV NS3 helicase inhibitor project, biochemical, FID fluorescence; DNA fluorescent intercalator displacement; inhibition, % at 7.9 µM; 0.17% of 290,000 active; AID 1845, 2009; in the data active = inhibition above about 37%;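 note: 0% = vehicle and 100% = reference compound; higher means more ethidium bromide displaced from hairpin DNA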
VIM-2 inhibitor: VIM-2 metallo-beta-lactamase inhibitors, primary screen, biochemical, epi-absorbance readout, Pseudomonas aeruginosa enzyme | 0.89% of 290,000 active | purified VIM-2, nitrocefin hydrolysis, epi-absorbance fluorescence | inhibition, % at 5.6 µM;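 active = inhibition above the mean of all tested compounds plus 3 SD, cutoff set per screening run, cut at about 7.5% in these data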;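 note: red hydrolysis product quenches plate fluorescence so inhibitors raise well fluorescence; 0% = enzyme with DMSO and 100% = DMSO without enzyme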
IDE act: human IDE activators in live cells, primary screen, fluorescence polarization, HEK cells, FAbeta-B substrate; 0.073% of 340,000 active; FAbeta-B cleavage; 0% vehicle, 100% cell-free pure enzyme wells; AID 493087, 2011; activation, % at 5.96 µM; Insulin-degrading enzyme (Homo sapiens), P14735;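 active = activation above the mean of all tested compounds plus 3 SD, set per screening campaign, cut at about 17% in these data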
HCV NS3 hel inh: inhibitors of HCV NS3 helicase, primary screen, biochemical, Cy5 molecular beacon fluorescence | Hepatitis C virus NS3 helicase | NS3 helicase DNA unwinding | inhibition, % at 10.9 µM | 0.56% of 290,000 active | AID 1800, 2009;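 active = inhibition above the mean of all tested compounds plus 3 SD, set per campaign, cut at about 35% in these data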;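 note: 0% = DMSO wells and 100% = thioflavine S control wells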
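System: HCV NS3 helicase fragment; control set: DMSO and thioflavine S; technique: Cy5 fluorescence at 0 and 60 min, beacon hairpin quenching; reagent: beacon DNA duplex substrate plus ATP; replicates: singlicate; schedule: 1 h reaction at 25 °C, ATP-initiated; medium: MOPS buffer pH 6.5 with MgCl2, DTT, Tween20, BSA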
pCIP destab: p/CIP-EGFP fusion destabilizers, primary screen, fluorescence, F442A cells | 16 h | AID 1984, 2009 | 0.01% of 290,000 active | Q05BA5 | decrease of EGFP signal, % at 10 µM;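 active = EGFP signal decrease of at least 30% at 10 µM or well 3 SD below plate mean, unless failing retest; inactive = the rest, including hits failing retest or dose response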; note: some compounds called inactive have numbers as strong as hits; many of its hits are not listed in these tables
SUMO HTRF inh: inhibitors of in vitro SUMOylation cascade, primary screen, biochemical, HTRF, uHTS; AID 2006, 2009; inhibition, % at 35 µM; 0.36% of 290,000 active; HTRF SUMOylation assay, SAE1/SAE2 + UBC9; SUMO-conjugating enzyme UBC9 (Homo sapiens), P63279; in the data active = inhibition above about 50%, passing the limit was not always enough; note: strong numbers were not always called active
Target sequence (P63279 whole entry, looked up): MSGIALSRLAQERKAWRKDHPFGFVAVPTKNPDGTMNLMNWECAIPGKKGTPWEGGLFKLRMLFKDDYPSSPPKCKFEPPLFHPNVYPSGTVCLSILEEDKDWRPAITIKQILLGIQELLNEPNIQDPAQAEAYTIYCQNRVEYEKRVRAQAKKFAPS
* = called active by the depositor; nt = no result given.

Start of the data: the first 2 entries (preview)
SMILES,IDE inh,M18AAP inhibitor,IMP-1 inh,DNA FID counter,VIM-2 inhibitor,IDE act,HCV NS3 hel inh,pCIP destab,SUMO HTRF inh
C=CCn1c(Cc2csc(N)n2)nnc1SCc1ccc(C(=O)OC)cc1,0,4,-1.7,-24,-0.3,-2,7,-1,4
Nc1cc(=O)[nH]c(SCc2ccccc2Cl)n1,5,-12,-0.4,-3,-0.2,-7,4,7,3

This part in full, repeating the preview:
SMILES,IDE inh,M18AAP inhibitor,IMP-1 inh,DNA FID counter,VIM-2 inhibitor,IDE act,HCV NS3 hel inh,pCIP destab,SUMO HTRF inh
C=CCn1c(Cc2csc(N)n2)nnc1SCc1ccc(C(=O)OC)cc1,0,4,-1.7,-24,-0.3,-2,7,-1,4
Nc1cc(=O)[nH]c(SCc2ccccc2Cl)n1,5,-12,-0.4,-3,-0.2,-7,4,7,3
Cn1cccc1C(=O)N1CCc2ccccc2C1,-5,-5,-0.8,-6,-2.5,5,0,-5,22
CCCC(=O)Nc1ccc(C(=O)N/N=C/c2ccc[nH]2)cc1,0,3,-5.1,-8,-6.0,-3,0,-14,4
CCN(CC)c1ccc(CNc2nc3ccccc3n2CCN2CCOCC2)cc1,1,4,-2.5,4,-1.6,-1,-16,-6,17
CCn1c(=O)c(C(=O)Nc2ccccc2F)c(O)c2ccccc21,-4,-15,-0.7,-1,-2.8,5,3,1,3
CC(C)C[C@H](NC(=O)c1nc[nH]c1C(=O)NCCCCCNC(=O)OC(C)(C)C)C(=O)OC(C)(C)C,3,4,-3.2,-51,-2.3,0,-25,-22,-49
COC(=O)CC(=O)CSc1nc2c(cc1C#N)CCC2,0,19,-3.9,-12,-4.3,2,27,-4,20
O=C(Nc1ccc(N2CCOCC2)cc1)c1cn2ccccc2n1,-8,-23,-3.5,-3,0.4,3,0,7,8
OCC1(Cc2ccccc2C(F)(F)F)CCN(Cc2cccc3cnccc23)CC1,-5,-4,-1.2,2,0.3,6,-19,-22,8
COc1cccc(C(=O)N2CCC(C(=O)NCc3ccco3)CC2)c1,-2,6,-1.9,-7,-4.6,6,3,-3,2
Cc1cccc(NC(=S)N/N=C/c2ccc(Cl)c([N+](=O)[O-])c2)c1,-2,2,-3.1,-8,-4.0,-1,8,0,32
Cc1nn(C)c(C)c1S(=O)(=O)N(CC(=O)N1CCc2ccccc21)c1ccc(C(C)C)cc1,-4,-7,-2.2,0,-0.1,3,-3,-2,25
NC(=O)c1c(NC(=O)c2ccccc2)sc2c1CCC2,3,1,0.9,3,-1.6,1,10,-16,2
Cc1c(NC(=O)C(C)OC(=O)/C=C/c2ccc3c(c2)OCO3)c(=O)n(-c2ccccc2)n1C (stereo unspecified),0,1,1.0,-15,-0.9,4,15,-3,7
CN(C)S(=O)(=O)c1ccc(-c2cn3ccccc3n2)cc1,2,-7,1.1,-4,-0.7,0,1,5,42
COc1ccc(-c2csc3nc(C)n(-n4cccc4)c(=O)c23)cc1,-2,-6,-0.7,-13,-3.2,6,-4,8,12
O=S1(=O)CC(N2CCCCC2)C(N2CCCCC2)C1 (stereo unspecified),2,-11,-1.4,-5,-3.6,8,5,6,-4
Cc1sc2ncnc(SCC(=O)NC3CC3)c2c1C,-6,-11,-1.1,-10,0.1,-8,-5,-10,13
COc1cc(/C=C/C(=O)OCC(=O)N2CCCCCC2)ccc1OCC#N,6,6,-3.4,-38,-3.2,5,-6,12,17
CCOc1ccccc1NC(=O)c1cc(C(=O)c2cc(Br)ccc2O)coc1=N,2,-2,-0.7,-10,-2.4,4,6,12,-10
CCOC(=O)c1cnc2c(C)c(Cl)ccc2c1Nc1ccc(S(=O)(=O)Nc2ncccn2)cc1,-3,-4,-4.3,-1,-0.6,nt,0,0,-5
Nc1nnc(CC(=O)N/N=C/c2ccc(-c3ccc(F)cc3)o2)s1,15,12,-1.5,-4,-3.4,nt,9,-15,2
COC(=O)c1ccc(NC(=O)Cn2c([N+](=O)[O-])cnc2C)cc1,0,-1,-5.0,-3,-3.2,4,-6,-5,3
O=[N+]([O-])c1cc([N+](=O)[O-])c(Oc2c(F)ccc(F)c2F)cc1NN1CCCCC1,-7,4,-2.5,0,-2.9,0,1,-3,-10
CNC(=O)c1[nH]cnc1C(=O)N[C@@H](C)C(=O)OC(C)(C)C,-6,0,-3.1,-7,-2.4,1,-1,-8,-6
Cc1ccn(C(=O)c2ccc(NC(=O)C3CC3)cc2)n1,-1,-7,-2.4,0,-3.1,1,1,-6,4
c1ccc(Nc2nnc(-c3cccc4ccccc34)o2)cc1,0,0,-1.8,-3,-2.6,nt,0,-8,29
O=C(NCCC(=O)N1CCOCCOCCOCCOCC1)OCc1ccccc1,10,4,-3.3,-16,-3.3,-2,-1,-17,11
COc1ccc(Cn2nnnc2CN2CCCCCC2)cc1,-3,-1,-1.4,-5,0.2,0,-3,-2,9
Cn1c(CSc2nc3ccccc3s2)nnc1SCC(=O)NCc1cccnc1,2,0,-2.6,-16,-2.3,-2,2,nt,nt
O=C(O)CC1SC(=Nc2ccc(O)cc2)NC1=O (stereo unspecified),-1,-1,-3.1,4,-4.5,4,-3,8,11
C=CCN1C(=O)c2ccccc2Sc2ccc(C(=O)NC(C)C)cc21,2,-9,-1.2,-31,-0.9,-6,6,-12,18
Cc1ccc(Cl)cc1NC(=O)CSC(N)=O,3,-1,-0.2,1,-3.2,-4,1,-6,38
O=C(COC(=O)c1ccccc1C(=O)c1ccccc1)Nc1cccc([N+](=O)[O-])c1,9,2,-1.4,7,-0.6,3,-17,-4,-20
CCn1c(C(C)NC(C)=O)nc2ccccc21 (stereo unspecified),0,-17,-1.8,-2,1.0,-1,1,-16,8
O=c1[nH]c(C2CCN(S(=O)(=O)c3ccccc3)CC2)nc2c1nnn2Cc1c(F)cccc1Cl,3,4,-3.6,-44,-1.5,-3,1,-6,11
O=C(Nc1ccc(OC(=O)c2ccncc2)cc1)c1ccncc1,1,10,-4.5,-1,-6.2,-1,0,-6,-28
CCOC(=O)c1cc2c(=O)n3ccccc3nc2n(CCCOC)c1=NC(=O)c1cccnc1,4,3,-1.2,-10,1.7,nt,7,-41,29
CCc1nnc(NC(=O)CSc2nnnn2C)s1,4,-17,-4.7,-2,-3.7,-1,-1,-2,7
COc1ccc(-c2cn3cccnc3n2)cc1NC(=O)C(C)Oc1ccccc1 (stereo unspecified),-2,3,-2.5,-48,-4.6,4,2,7,nt
O=C(CSc1nnc(CNC(=O)c2cccs2)o1)NC1CCCCC1,7,-4,-1.6,0,-2.1,6,1,-6,7
CC(C)(C)c1ccc(OCC(=O)N(Cc2cccs2)C2CCS(=O)(=O)C2)cc1 (stereo unspecified),-1,0,-1.9,-36,-2.3,4,-3,-1,-10
O=C(NC1CCCCCC1)c1cc(=O)[nH]c2ccc(S(=O)(=O)N3CCOCC3)cc12,3,2,-3.6,-1,-0.7,1,-4,10,14
COc1ccc(-n2c(SCC(=O)Nc3ccc([N+](=O)[O-])cc3OC)nc3ccccc32)cc1,-3,6,-1.8,-6,0.5,1,14,-13,0
CCOCCc1nnc(NC(=O)Cc2ccccc2)s1,0,-2,-3.0,0,-2.5,4,-4,-10,18
CC(C)NS(=O)(=O)c1ccc(NC(=O)CCc2ccccc2)cc1,10,1,-3.7,-8,-1.3,-1,-4,-12,9
Cc1cccc(NC(=S)N2CCCN(c3ncccc3[N+](=O)[O-])CC2)c1,1,9,-1.1,-3,-3.6,7,-1,3,10
COc1ccc(/C=N/NC(=O)c2ccc(Cl)c(S(N)(=O)=O)c2)cc1OCC(N)=O,-4,-10,-2.5,-25,-3.4,2,0,-12,24
CNC(=O)NC(=O)COc1ccc2oc3c(c2c1)CCCC3,-1,-1,1.0,-21,-0.8,1,10,-36,21

(more compounds)
SMILES,IDE inh,M18AAP inhibitor,IMP-1 inh,DNA FID counter,VIM-2 inhibitor,IDE act,HCV NS3 hel inh,pCIP destab,SUMO HTRF inh
O=C(c1ccco1)N1CCN(S(=O)(=O)c2cccs2)CC1,-1,3,-1.4,0,-0.9,-1,-1,5,-4
O=C(Nc1ccccc1N1CCOCC1)c1ccc2ccccc2n1,10,0,-2.5,-5,-3.0,5,5,0,24
Fc1ccc(-c2nnc3ccc(N4CCc5ccccc5C4)nn23)cc1,0,0,-3.7,-14,-1.6,-2,-6,-4,10
COc1ccccc1CNC(=O)c1cc2ccccc2oc1=O,-5,1,-0.5,-10,-0.3,1,2,-21,6
Cc1ccc(OCC(=O)Nc2ccc(-c3nnc(-c4ccco4)o3)cc2)cc1,5,6,-0.4,-6,-0.5,2,-2,8,0
NNC(=O)c1nnn(-c2nonc2N)c1CN1CCc2ccccc2C1,-3,-1,-1.0,-5,-3.8,1,1,-26,26
C=CCNC(=O)CC(=O)N/N=C/c1ccc(C(=O)OC)cc1,1,0,0.1,-3,-1.8,-2,-12,-10,7
Cc1c(C(=O)N/N=C/c2ccc(-c3ccccc3[N+](=O)[O-])o2)sc(N)c1C#N,-3,20,-2.3,1,-3.8,-1,8,9,-3
CCCCNC(=O)C1CCCN1C(=O)Nc1ccccc1 (stereo unspecified),1,9,-2.5,-4,-2.6,-2,18,-4,20
CCN(CC)c1ccc(NC(=O)c2ccc(NC(=O)C3CCCO3)cc2)c(C)c1 (stereo unspecified),-2,31*,-2.1,-10,-0.8,0,-2,-5,14
CCOC(=O)c1ccc(CNC(=O)C(Cc2c[nH]c3ccccc23)NC(C)=O)o1 (stereo unspecified),0,-11,-4.1,-7,-2.9,5,0,-11,-2
Cc1cc(C)cc(NC(=S)N(Cc2cccc(Br)c2)CC2CCC(C(=O)O)CC2)c1 (stereo unspecified),-2,-6,-2.8,-32,-4.0,4,26,-9,8
CCOC(=O)c1c(C)[nH]c2ccc(O)cc12,-2,-1,-3.1,0,-2.1,1,2,2,5
CCOC(=O)c1c(NC(=O)Nc2ccc(F)cc2)sc2c1CCN(C)C2,2,-2,0.2,-1,2.2,-2,-12,-10,12
CC(C)(C)OC(=O)N[C@@H](Cc1ccccc1)C(=O)N[C@@H](CO)[C@H](O)[C@@H]1C[C@@H]1C(=O)NC1CC1,-4,-13,-1.7,-10,2.0,0,3,0,4
